G9a block = qHTS Assay for Inhibitors of Histone Lysine Methyltransferase G9a; Histone-lysine N-methyltransferase EHMT2 (Homo sapiens), Q96KQ7; G9a H3K9 monomethylation, AlphaScreen, 2 h; Potency, µM (highest dose often 102 µM), for the others: at the highest dose activity, negative = inhibition, hits mostly inhibitors; actives 8.8% (n = 350,000); AID 504332, 2011; note: potency is the fitted concentration of half-maximal effect; % is set by controls: 0 for no effect and ±100 for the full control effect; nearly all actives have a fitted effect of over 75% in size
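Step 1: enzyme (final 20 nM) with compound, 15 min RT. Step 2: substrate peptide 500 nM and SAM 20 uM, 2 h RT. Step 3: anti-H3K9me1 antibody and AlphaScreen beads, 10 min, then plate read.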
Pin1 inhibitor = qHTS Assay to Find Inhibitors of Pin1; Peptidyl-prolyl cis-trans isomerase NIMA-interacting 1 (Homo sapiens), Q13526; Pin1 FP peptide displacement, HiFluor488, 10 min; Potency, µM (top dose mostly 115 µM), for inactives: at the highest dose activity, negative = inhibition, most hits filed as inhibitors; actives 0.009% (n = 390,000); AID 504891, 2011; active = well fitted inhibition curve with a large enough effect in the polarisation, with a control signal flat, not every such curve was filed as active; inconclusive = small, poorly fitted or top-dose-only effect, or effect the other way, or a change in a side signal; inactive = no such curve, though single readings can be large or run the other way; the % refers to the polarisation; note: potency is the fitted concentration of half-maximal effect; % is set by controls: 0 for no effect and ±100 for the full control effect
PI4K2A block = qHTS for small molecular inhibitors of PI4K2A; actives 0.13% (n = 420,000); AID 1346378, 2018; activity change, negative = inhibition, % at 76.9 µM; purified PI4K2A, ADP-Glo luminescence, 1 h; stronger effect = lower value; Phosphatidylinositol 4-kinase type 2-alpha (Homo sapiens), Q9BTU6; in the data active = activity change below about -50%; inconclusive = mostly about -30% to -49%;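 note: -100% = wells without enzyme as full effect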
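ADP-Glo luminescence measured ADP generated by PI4K2A enzyme (4 ug/mL before mixing) with 1.2 mM PI substrate (pre-mix) and 300 microM ATP (pre-mix). Tris pH7.5 buffer with MgCl2, Triton X-100; 1 h reaction at ambient temperature.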
JMJD2A Tudor inh = qHTS Assay for Inhibitors of JMJD2A-Tudor Domain. Lysine-specific demethylase 4A (Homo sapiens), O75164. AlphaScreen JMJD2A-Tudor / H3K4me3 peptide binding. Potency, µM (top dose mostly 114 µM), without a hit: top-dose activity change, negative = inhibition, actives largely listed as inhibitors. actives 4.4% (n = 390,000). AID 504339, 2011; note: potency is the fitted concentration of half-maximal effect; % is set by controls: 0 for no effect and ±100 for the full control effect; nearly all actives have a fitted effect of over 50% in size
Tb PGK inh = qHTS Assay to Find Inhibitors of Phosphoglycerate Kinase; actives 0.043% (n = 380,000); Potency, µM (series often up to 57.5 µM), for the others: top-dose activity change, negative = inhibition, hits mostly inhibitors; PGK/GAPDH coupled, Kinase-Glo luminescence, 60 min; Phosphoglycerate kinase, glycosomal (Trypanosoma brucei brucei), P07378; note: potency is the fitted concentration of half-maximal effect; % is set by controls: 0 for no effect and ±100 for the full control effect; nearly all actives have a fitted effect of over 60% in size
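Recombinant glycosomal PGK reaction used 1,3-bisphosphoglycerate generated in-well by GAPDH (100nM final) in 100mM TEA pH 7.6, 5mM MgCl2, 0.01% Tween-20. After 60 minutes at room temperature, ATP was read by Kinase-Glo Plus luminescence end-point.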
BAZ2B inh = qHTS Assay for Inhibitors of BAZ2B; actives 4.4% (n = 360,000); Potency, µM (doses to about 114 µM), for the others: at the highest dose activity change, negative = inhibition, most hits filed as inhibitors; AID 504333, 2011; AlphaScreen BAZ2B-H3K14Ac peptide displacement; note: potency is the fitted concentration of half-maximal effect; % is set by controls: 0 for no effect and ±100 for the full control effect; nearly all actives have a fitted effect of over 60% in size
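BAZ2B (50 nM) with biotin-H3(5-23)K14Ac peptide (50 nM) in PBS pH 7.4, 0.01% Tween-20, preformed 30 min, then compound 30 min at room temperature; top concentration 110uM. AlphaScreen streptavidin donor/nickel chelate acceptor beads (10 ug/mL final), 20 min dark, signal read.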
ERG Ets-DNA blk = qHTS for Small Molecule Inhibitors of the ERG Ets/DNA interaction | actives 0.028% (n = 370,000) | fluorescence polarization, His-ERG Ets domain / labelled DNA | Potency, µM (series often up to 76.9 µM), for inactives: top-dose FP activity, negative = inhibition, usual class: inhibitors; active = well fitted inhibition curve with a large enough effect in the polarisation, with a control signal flat; inconclusive = small, poorly fitted or top-dose-only effect, or effect the other way, or a change in a side signal; inactive = no such curve, though single readings can be large or run the other way; the % refers to the polarisation;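 note: polarization taken with two DNA probes labelled with fluorescein and Texas red; potency is the fitted concentration of half-maximal effect; % of control where 0% means no effect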
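His-tagged ERG Ets domain (1 uM in the protein solution; 300mM KCl, 50mM Tris-HCl, 1mM EDTA, 1mM DTT, pH 7.5) received compound, then a probe mix of 5 nM fluorescein-DNA and 100nM Texas-615-DNA. Fluorescence polarization was read for both dyes.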
GLS inhibitor = qHTS for Inhibitors of Glutaminase (GLS) | Glutaminase kidney isoform, mitochondrial (Homo sapiens), O94925 | GLS enzymatic activity, qHTS titration | Potency, µM (highest dose often 45.5 µM), inactives show at the highest dose activity change, negative = inhibition, actives largely listed as inhibitors | actives 0.21% (n = 410,000); note: potency is the fitted concentration of half-maximal effect; % is set by controls: 0 for no effect and ±100 for the full control effect
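Read-out is an Amplex red fluorescence increase coupled through glutamate oxidase and HRP, measured before and after 30 min room-temperature incubation. hKGA is in 45 mM KH2PO4 (pH 8.2) with 0.02% Tween-20; glutamine added as 1mM solution.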
HP1b chromo inh = HTS for Inhibitors of HP1-beta Chromodomain Interactions with Methylated Histone Tails; Chromobox protein homolog 1 (Homo sapiens), P83916; AlphaScreen HP1-beta / biotin-H3K9me3 peptide binding; Potency, µM (series often up to 114 µM), for inactives: at the top dose activity change, negative = inhibition, most hits filed as inhibitors; actives 0.56% (n = 390,000); AID 540317, 2011; note: potency is the fitted concentration of half-maximal effect; nearly all actives have a fitted effect of over 70% in size; inactives centre near 23
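Compound inhibition of the preformed complex between 50 nM HP1-beta and 50 nM biotinylated H3K9me3 peptide was read by AlphaScreen. Buffer was PBS pH 7.4 with 0.01% Tween-20. Incubations ran 30 min at room temperature, with 10 ug/mL donor/acceptor beads.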
* marks the source's active call; other numbers are inactive results; i = inactive; ? = inconclusive; · = not tested or not shown; & = joins results of further samples; [ ] = dose if it differs, or a comment. Unless noted, calls come from the whole dose curve; as a rule, active = well fitted curve in the direction sought with a large enough effect; inconclusive = small, poorly fitted or top-dose-only effect, or another doubt; inactive = no such curve, though single readings can be large; an effect the other way counts as inactive or inconclusive.

Compound	ERG Ets-DNA blk	G9a block	PI4K2A block	HP1b chromo inh	Tb PGK inh	Pin1 inhibitor	JMJD2A Tudor inh	GLS inhibitor	BAZ2B inh
Cc1oc2cc(O)ccc2c(=O)c1-c1cnn(-c2ccccc2)c1	-9%	26%[59 µM]	-3	14%	-3%	28%	-7%	-13%	-9%
C/C(=N\NC(=O)Cc1ccccc1)c1ccc(Br)s1	6%	·	-3	30%	7%	0%	-4%	-3%	?
O=CN1CCCN(Cc2nc(-c3cccc(Cl)c3)no2)CC1	11%	3%	12	45%[activator]	-9%	3%	2%	-10%	7%
CCOC(=O)c1ccc(NC(=S)N2CCCC(C(=O)OCC)C2)cc1 (stereo unspecified)	1%	6%	1	22%	-7%	-1%	-12%	-5%	-13%
O=C(c1cc(COc2ccc(F)cc2F)on1)N1CCCC(c2ccccc2)C1 (stereo unspecified)	-4%	94%[activator]	1	73%[activator]	3%	3%	19%	-15%	4%
CCc1ccc(CNC(=O)c2ccc3nc(C(C)C)oc3c2)cc1	-2%	11%[59 µM]	-1	22%[57 µM]	i	21%	8%	1%	10%
Cc1ccc(S(=O)(=O)N(C)C)cc1NC(=O)COC(=O)c1c(-c2ccccc2)noc1C	-3%	21%[0.501 µM]	-2	4%	i	-13%	-18%	18%	2%
Cc1ccc(-n2ncc3c(NC4CCCC4)ncnc32)cc1	1%	13%[59 µM]	-3	21%	-3%	0%	4%	17%	0%
CCC(CO)NCC(O)COCc1ccc2c(c1)OCO2 (stereo unspecified)	18%	?	-4	-9%	-5%	0%	50µM*	-1%	79µM*
O=C(NCc1ccco1)C1CCCN1S(=O)(=O)c1ccccc1C(F)(F)F (stereo unspecified)	3%	-33%	-5	54%[activator]	-5%	-3%	-15%	-3%	-22%
O=C(/C=C/c1ccccc1)NCCOc1ccccc1	2%	-3%[59 µM]	-1	25%	-4%	3%	-5%	8%	11%
NC(=O)C[n+]1cccc(CNC(=O)c2ccc(OC(F)F)cc2)c1	-8%	?	0	19%	2%	-11%	4%	-1%	-20%
CSc1ccc(OC2CCCCC2NS(=O)(=O)c2ccc(Cl)cc2)cc1 (stereo unspecified)	1%	-9%[59 µM]	3	39%[activator]	i	-4%	-17%	-13%	-20%
Cc1cc(C(F)(F)F)nc(SCCN2CCOCC2)c1C#N	-2%	13µM*	-1	38%	0%	?	-14%	2%	2%
N#C/C(=C(/O)c1ccc([N+](=O)[O-])s1)c1nc2ccccc2[nH]1	-9%	5%	-2	42%[activator]	-2%	-8%	10%	-1%	-1%
O=[N+]([O-])c1cccc(NC(=S)Nc2nc(-c3ccccc3Cl)cs2)c1	-3%	?	-2	1%	i	-9%	-26%	0%	?
O=C(Nc1ccc(Br)cc1Br)c1cccc2c1C(=O)N(C1CCCCC1)C2	-3%	9%	2	32%	-8%	15%	-11%	3%	1%
Cc1nc(NC(=O)COc2ccccc2)sc1C(=O)Nc1ccccc1	-6%	0%	0	31%	-5%	-6%	-21%	-3%	22%
C1CC1Cc1noc(CN2CCN(C3C4CC5CC(C4)CC3C5)CC2)n1 (stereo unspecified)	-5%	-1%	10	31%	-1%	2%	11%	-9%	3%
O=C1c2ccccc2COc2ccc(O)cc21	14%	-10%[12.7 µM]	-2	9%	6%	2%	-12%	7%	-33%
COc1ccc(NC(=S)N2CCN(S(C)(=O)=O)CC2)cc1	1%	42%	-3	28%	2%	-6%	-6%	26%	-10%
O=C(Nc1ccc2c(c1)CCC2)Nc1ccccc1Cl	6%	8%	-4	48%[activator]	-2%	1%	-6%	14%	-4%
COC1(C2=NCCN2)COc2ccccc2O1 (stereo unspecified)	-7%	-4%[59 µM]	4&-1	10%	-5%	5%	-17%	6%	4%
CCc1sc(C(=O)Nc2cccc(C(C)=O)c2)cc1C	-6%	1%	-3	31%	1%	-1%	7%	16%	5%
Cc1cccc(N2CCc3c2nc2ccc(Br)cc2c3N)c1	·	?	-3	29%	4%[11.5 µM]	2%	-30%	17%	-36%
CCOC(=O)c1c(NC(=O)COC(=O)c2cc(OC)c(OC)cc2[N+](=O)[O-])sc(C)c1C	-1%	1%[59 µM]	3	-4%	-3%	17%	-29%	6%	-21%
Cc1ccc(NC(=O)C2CCCN(S(=O)(=O)c3ccc4[nH]c(=O)ccc4c3)C2)nc1 (stereo unspecified)	-13%	-4%	-6	45%[activator]	-3%	-7%	-14%	3%	-25%
C=CCN1C(=O)C(CC(=O)Nc2ccccc2F)S/C1=N\c1nccs1 (stereo unspecified)	-8%	1%	-1	23%	2%	10%	-1%	0%	-18%
CCc1ccc(S(=O)(=O)c2nnn3c2nc(Nc2cc(OC)ccc2OC)c2sccc23)cc1	2%	-20%[59 µM]	-1	21%	-1%	2%	-12%	-2%	-10%
COc1cc(-c2nc3cnccn3c2Nc2ccc3c(c2)OCCO3)ccc1O	0%	?	4	0%	-4%	8%	-35%	15%	2%
CC1Cc2nc(SCC(=O)c3ccccc3)n(Cc3ccccc3)c(=O)c2S1 (stereo unspecified)	-2%	?	1	24%	-6%	4%	-30%	-10%	-31%
COc1ccc(Cc2nnc(NC(=O)c3ccccc3Cl)s2)cc1OC	8%	11%	-2	26%	-9%	-1%	-14%	1%	-2%
COC(=O)c1cn(NC(=O)c2cc(OC)cc(OC)c2)c(=O)c2ccccc12	-4%	-5%	2	26%	-4%	8%	0%	0%	-4%[57.1 µM]
COc1cccc(C(=O)Nc2nnc(S(=O)(=O)N3CCCC3)s2)c1	7%&-4%	-5%	2&1	56%&-6%[activator]	-10%&-7%	4%&1%	-11%	-10%&0%	?
COCCN(C(=O)COC(=O)C1(C)CC1(Cl)Cl)c1c(N)n(Cc2ccccc2)c(=O)[nH]c1=O (stereo unspecified)	-8%	-26%	0	19%	-3%	0%	-3%	-11%	-15%
CCOc1ccc(CC(=O)NCCS(=O)(=O)N2CCN(c3ccc(OC)cc3)CC2)cc1	-6%	-27%[59 µM]	2	22%[57 µM]	-7%	2%	-9%	8%	1%
CN(c1ccccc1)c1cc(=O)[nH]c(=O)[nH]1	3%	3%[59 µM]	-21	12%	1%	-1%	-3%	5%	7%
CCOC(=O)C1=NNC2C(=O)N(CC)C(=O)C12 (stereo unspecified)	-1%	18%[12.7 µM]	-3	15%	-6%	-4%	-8%	5%	0%
COC(=O)c1ccc(/C=N/N2CCN(Cc3ccc(Cl)cc3)CC2)cc1	-11%	-8%	0	36%	0%	-3%	-10%	3%	-34%
O=C(NCc1ccccn1)c1nn(-c2ccccc2F)nc1CO	3%	-14%[59 µM]	3	-5%	-10%	-9%	-21%	-9%	-2%
O=C(/C=C/c1ccc(F)cc1)Nc1ccc2[nH]c(=O)[nH]c2c1	0%	·	1	19%	-6%	4%	-20%	0%	-3%
O=C(NCc1ccccc1)/C(=C/c1ccco1)NC(=O)c1ccco1	?	35µM*	40	19%	-5%	-7%	1%	-18%	-2%
O=C(c1cccnc1Nc1ccc2c(c1)CCC2)N1CCOCC1	·	3%[12.7 µM]	-2	32%	-11%	0%	-2%	16%	-1%
COc1ccc(CNC(=O)c2ccc(NC(=O)N3CC4CCCN4c4ccccc43)cc2)cc1 (stereo unspecified)	1%	7.1µM*	-1	2%	0%	35%[activator]	?	34%	?
CNC(=O)c1ccsc1NC(=O)c1sc2ccccc2c1Cl	4%	-22%	5	-1%	5%	?	?	4%	-1%
CC1CCCCN1S(=O)(=O)c1ccc([N+](=O)[O-])cc1 (stereo unspecified)	5%	·	-4	9%	-11%	-8%	-18%	9%	-3%
O=C(Nc1ccc2c(c1)C(=O)NC2=O)c1ccccc1	-7%	21%	-2	33%	-4%	-3%	-15%	0%	-9%
C#CCN(C)CC/C=C1\c2ccccc2CSc2ccccc21	2%	14µM*	-13	-20%	-1%	-3%	-5%[11.4 µM]	-18%	?
COc1cc(NS(=O)(=O)c2ccc(NC(=O)c3ccc(C)o3)cc2)nc(OC)n1	0%	-52%[59 µM]	10	8%	-6%	1%	-19%	-7%	?
CC(=O)N(CCC1(C(C)C)CCOC(C)(C)C1)Cc1ccco1 (stereo unspecified)	3%	0%[59 µM]	-1	41%	-5%	-1%	-14%	-5%	0%
CCOC(=O)C(C)OC(=O)C1=C(C)NC(=O)NC1c1ccc2c(c1)OCO2 (stereo unspecified)	-14%	51%[activator]	6	57%[activator]	i	0%	3%	-7%	-3%
